Screens: PubChem, several laboratories
IEC-6 tox: IEC-6 cytotoxicity, counter-screen for KLF5 inhibitors; luminescence viability; inhibition, % at 5 µM; 0.78% of 290,000 active; in the data active = inhibition above about 22%;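 note: 0% = plate median of test compound wells and 100% = cytotoxic reference compound wells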
MrgX1 antag: blocks BAM8-22 activation of human MrgX1 receptor; 1.3% of 310,000 active; Q96LB2; MRGX1-HEK293 calcium flux, Fluo-4, BAM8-22 antagonism; hits give low values; B-score at 10 µM;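 active = calcium-response B-score plate-corrected more than 3 library SD below zero, starting fluorescence within 5 deviations, no agonist response on first addition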;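 note: peak minus trough fluorescence over baseline after final BAM8-22 challenge near maximal dose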
Target sequence (Q96LB2 whole entry, looked up): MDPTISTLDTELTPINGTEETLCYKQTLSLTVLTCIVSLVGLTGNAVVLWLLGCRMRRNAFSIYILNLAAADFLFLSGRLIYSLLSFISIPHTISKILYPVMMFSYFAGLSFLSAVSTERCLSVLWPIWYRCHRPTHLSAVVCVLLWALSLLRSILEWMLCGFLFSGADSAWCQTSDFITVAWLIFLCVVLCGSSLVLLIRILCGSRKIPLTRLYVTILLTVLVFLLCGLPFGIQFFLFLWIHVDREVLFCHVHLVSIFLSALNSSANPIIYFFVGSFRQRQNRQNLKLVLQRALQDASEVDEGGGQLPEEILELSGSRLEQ
SKKanGAS inh: blocks kanamycin growth of S. pyogenes SKKanGAS strain. 1.3% of 300,000 active. BacTiter-Glo, 6 h. inhibition, % at 7.5 µM;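 active = mean replicate score, as percent of positive control median, at least 50; inconclusive = mean below 50 but one replicate at or above 50; inactive = mean and every replicate below 50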;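 note: strain carries kanamycin resistance gene driven by streptokinase promoter and grows in 40 µg/ml kanamycin; loss of luminescence reflects streptokinase promoter inhibition or plain growth inhibition; 0% = median of DMSO wells and 100% = positive control at its reference dose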
KLF5 inhibitor: inhibitors of KLF5 expression; DLD-1 KLF5 promoter-luciferase reporter, luminescence; 0.23% of 290,000 active; AID 1700; inhibition, % at 5 µM;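 active = inhibition above a per-plate limit of that plate's mean compound inhibition plus 3 SD, cut at about 60% in these data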;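 note: 0% = DMSO wells and 100% = LY294002 at 200 µM; higher means less KLF5 promoter-driven luciferase light; inactives centre near -14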
HIF act: HIF pathway transcriptional activation | U2OS HRE-luciferase reporter, luminescence; normalized: DMSO 0%, desferrioxamine 100% | activation, % at 7.5 µM (by protocol) | 0.32% of 300,000 active | AID 1910;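 active = mean activation of at least 10% of the iron chelator positive control signal, with at least half of replicates also reaching 10%; inconclusive = mean and replicate majority disagree about reaching 10%; inactive = mean and most replicates under 10%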
aSyn 5UTR inh: MLPCN primary screen, SNCA 5' untranslated region | alpha-synuclein 5'UTR reporter, inhibitor activity | inhibition, % (tested at 7.5 µM) | 0.82% of 300,000 active; in the data active = inhibition above about 60%; inconclusive = no clear call, values can overlap the other calls;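 note: H4 neuroglioblastoma cells stably carrying SNCA 5'UTR luciferase fusion; 0% = DMSO wells and 100% = positive control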
The depositor's hits bear a star; i = inactive; ? = inconclusive; · = no result given. The list is partial, so the mix of outcomes need not match the whole.

SMILES	IEC-6 tox	MrgX1 antag	SKKanGAS inh	KLF5 inhibitor	HIF act	aSyn 5UTR inh
Cn1ncc2c(=O)n(CC(=O)NC34CC5CC(CC(C5)C3)C4)cnc21	-1	i	·	-7	·	·
O=C(CCCn1c(SCC(=O)NCC2CCCO2)nc2ccccc2c1=O)NCC1CCCO1 (stereo unspecified)	1	i	·	-39	·	·
Cc1cccc(C(=O)N2CCN(C(=O)c3cccc(C)c3)C(C)C2)c1 (stereo unspecified)	1	i	·	9	·	·
COc1nccc(Nc2ccccc2)c1C#N	-1	i	·	-7	·	·
CCOC(=O)C1CCN(Cc2ccc(F)cc2)CC1	5	i	·	-52	·	·
Cc1oc(-c2ccc(Cl)cc2)nc1CN1CCCC(C(=O)NCCCN2CCCC2=O)C1 (stereo unspecified)	8	i	·	20	·	·
COc1ccc(-n2nnnc2S(=O)(=O)CC(=O)N2CCCCC2)cc1	10	i	·	0	·	·
O=C(Nc1ccc(F)cc1)c1ccc(C(=O)N2CCOCC2)cc1	·	i	2	·	-0.2	-1
C#CCOCCOCCOCCNc1nc(N2CCN(C(=O)CCCCCCCCCCNC(=O)[C@H](CCCCN)n3cc(C[C@@H](C)CC)nn3)CC2)nc(N2CCN(C(=O)CCCCCCCCCCNC(=O)[C@H](CCCCN)n3cc(C[C@@H](C)CC)nn3)CC2)n1	·	i	?	·	-7.5	107*
C#CCOCCOCCOCCNc1nc(N2CCN(C(=O)CCCCCCCCCCNC(=O)[C@H](CO)n3cc(CCCSC)nn3)CC2)nc(N2CCN(C(=O)CCCCCCCCCCNC(=O)[C@H](CCCCN)n3cc(C[C@@H](C)CC)nn3)CC2)n1	·	i	28	·	-7.2	110*
C#CCOCCOCCOCCNc1nc(N2CCN(C(=O)CCCCCCCCCCNC(=O)Cn3cc(C[C@@H](C)O)nn3)CC2)nc(N2CCN(C(=O)CCCCCCCCCCNC(=O)[C@H](CCCN=C(N)N)n3cc(C[C@@H](C)CC)nn3)CC2)n1	·	i	31	·	-3.1	-85

8 of the compounds above, bar-delimited:
canonical_smiles | IEC-6 tox | MrgX1 antag | SKKanGAS inh | KLF5 inhibitor | HIF act | aSyn 5UTR inh
COc1nccc(Nc2ccccc2)c1C#N | -1 | i | · | -7 | · | ·
CCOC(=O)C1CCN(Cc2ccc(F)cc2)CC1 | 5 | i | · | -52 | · | ·
Cc1oc(-c2ccc(Cl)cc2)nc1CN1CCCC(C(=O)NCCCN2CCCC2=O)C1 (stereo unspecified) | 8 | i | · | 20 | · | ·
COc1ccc(-n2nnnc2S(=O)(=O)CC(=O)N2CCCCC2)cc1 | 10 | i | · | 0 | · | ·
O=C(Nc1ccc(F)cc1)c1ccc(C(=O)N2CCOCC2)cc1 | · | i | 2 | · | -0.2 | -1
C#CCOCCOCCOCCNc1nc(N2CCN(C(=O)CCCCCCCCCCNC(=O)[C@H](CCCCN)n3cc(C[C@@H](C)CC)nn3)CC2)nc(N2CCN(C(=O)CCCCCCCCCCNC(=O)[C@H](CCCCN)n3cc(C[C@@H](C)CC)nn3)CC2)n1 | · | i | ? | · | -7.5 | 107*
C#CCOCCOCCOCCNc1nc(N2CCN(C(=O)CCCCCCCCCCNC(=O)[C@H](CO)n3cc(CCCSC)nn3)CC2)nc(N2CCN(C(=O)CCCCCCCCCCNC(=O)[C@H](CCCCN)n3cc(C[C@@H](C)CC)nn3)CC2)n1 | · | i | 28 | · | -7.2 | 110*
C#CCOCCOCCOCCNc1nc(N2CCN(C(=O)CCCCCCCCCCNC(=O)Cn3cc(C[C@@H](C)O)nn3)CC2)nc(N2CCN(C(=O)CCCCCCCCCCNC(=O)[C@H](CCCN=C(N)N)n3cc(C[C@@H](C)CC)nn3)CC2)n1 | · | i | 31 | · | -3.1 | -85
